# hIAP inh – human IAP inhibitors, primary screen, biochemical, luminescence, uHTS; inhibition, % at 10 µM; actives 0.12% (n = 330,000); purified IAP, CDP-Star luminescence, 30 min; Intestinal-type alkaline phosphatase (Homo sapiens), P09923;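 active = inhibition reaching a set limit with compound at 10 µM in the primary screen, cut at about 35% in these data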;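 also: plate controls were DMSO wells with enzyme for no effect and no-enzyme buffer wells for full effect; values of inactives mirror those of a sister screen read the other way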
# Target sequence (P09923 whole entry, looked up): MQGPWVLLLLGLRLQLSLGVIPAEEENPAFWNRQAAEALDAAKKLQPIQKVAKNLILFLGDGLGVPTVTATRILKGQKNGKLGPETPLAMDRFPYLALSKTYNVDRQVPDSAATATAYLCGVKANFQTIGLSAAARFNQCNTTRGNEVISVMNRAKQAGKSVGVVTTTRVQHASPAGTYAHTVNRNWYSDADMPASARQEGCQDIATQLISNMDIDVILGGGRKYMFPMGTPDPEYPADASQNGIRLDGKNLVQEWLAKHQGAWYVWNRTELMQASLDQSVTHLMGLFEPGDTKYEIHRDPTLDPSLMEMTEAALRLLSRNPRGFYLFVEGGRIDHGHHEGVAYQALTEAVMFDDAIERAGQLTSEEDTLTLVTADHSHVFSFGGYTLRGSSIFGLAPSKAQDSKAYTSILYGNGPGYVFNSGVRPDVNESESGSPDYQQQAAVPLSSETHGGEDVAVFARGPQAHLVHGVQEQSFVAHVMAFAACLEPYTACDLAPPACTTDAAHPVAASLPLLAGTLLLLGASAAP
# mIAP activ – activators of mouse IAP, primary screen, biochemical, luminescence, uHTS | intestinal alkaline phosphatase [Mus musculus] | muIAP, CDP-Star luminescence, 30 min; hits give high values; 1 = vehicle-only enzyme signal, 0 = enzyme-free wells | activation factor at 10 µM | actives 0.24% (n = 330,000);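 active = activation factor of at least 2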; also: the source names both 10 and 20 µM as test concentration; values of inactives mirror those of a sister screen read the other way
#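 Assay system: mouse IAP enzyme / Compound: DMSO-dissolved test compounds / Timing: 30 min, room temperature / Measured by: luminescence from enzymatic CDP-Star hydrolysis / Control set: DMSO-only wells, enzyme-free buffer wells as negative control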
# HKDC1 inh – HKDC1 hexokinase inhibitors, primary screen, biochemical, fluorescence, uHTS; actives 0.16% (n = 340,000); inhibition, % at 20 µM; recombinant HKDC1, G6PDH/diaphorase resazurin coupled fluorescence; Q2TB90;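 active = inhibition above about 35% when tested at 20 µM, limit read from the data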;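 also: plate controls were DMSO wells with enzyme for no effect and DMSO wells lacking enzyme for full effect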
#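 Material – in-house recombinant HK5 (HKDC1) enzyme · Quantity – HKDC1 at 5 µg/mL · Buffer or medium – pH 8.0 Tris buffer with 10 mM MgCl2 · Reagent – glucose with 1 mM ATP · Dosing – single 20 µM dose · Times – reaction time 90 min, room temperature, protected from light · Technique – resorufin fluorescence at 613 nm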
# ATG4B inhibitor – ATG4B protease inhibitors, primary screen, biochemical, fluorescence, uHTS. ATG4B cleavage of LC3-PLA2, NBD-HPC fluorescence, 1 h. inhibition, % at 8.33 µM. actives 0.51% (n = 340,000). Cysteine protease ATG4B (Homo sapiens), Q9Y4P1. AID 504462, 2011; in the data active = inhibition above about 40%
# Target sequence (Q9Y4P1 whole entry, looked up): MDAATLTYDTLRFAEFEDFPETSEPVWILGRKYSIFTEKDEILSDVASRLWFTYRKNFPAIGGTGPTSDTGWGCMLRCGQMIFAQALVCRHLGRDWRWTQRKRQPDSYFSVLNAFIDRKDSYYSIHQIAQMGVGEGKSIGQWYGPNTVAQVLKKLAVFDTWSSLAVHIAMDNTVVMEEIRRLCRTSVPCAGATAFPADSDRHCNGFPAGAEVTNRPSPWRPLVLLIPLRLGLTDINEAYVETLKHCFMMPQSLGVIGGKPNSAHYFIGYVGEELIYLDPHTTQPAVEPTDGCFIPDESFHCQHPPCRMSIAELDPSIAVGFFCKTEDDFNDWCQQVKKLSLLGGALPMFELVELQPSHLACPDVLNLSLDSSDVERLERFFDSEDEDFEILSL
# hIAP act – human IAP activators, primary screen, biochemical, luminescence, uHTS; activation factor at 10 µM; purified human IAP, CDP-Star luminescence, 30 min; hits give high values; 1 = vehicle-only enzyme, 0 = enzyme-free background; actives 0.16% (n = 330,000); Intestinal-type alkaline phosphatase (Homo sapiens), P09923;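 active = activation factor of the enzyme at least 2-fold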; also: the source names both 10 and 20 µM as test concentration; values of inactives mirror those of a sister screen read the other way
# A3A deaminase – APOBEC3A ssDNA deaminase inhibitors, primary screen, selectivity assay for APOBEC3G inhibitor project, biochemical, FAM/TAMRA oligo cleavage fluorescence; DNA dC->dU-editing enzyme APOBEC-3A (Homo sapiens), P31941; recombinant A3A, FAM/TAMRA ssDNA deamination fluorescence; inhibition, % at 20 µM; actives 0.41% (n = 330,000);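 active = at least 40% inhibition at 20 µM here, with at most 30% in a related deaminase screen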;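 also: plate controls were A3A with DMSO for no effect and wells lacking A3A enzyme for full effect; some results filed as inactive read as strong as hits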
# Target sequence (P31941 whole entry, looked up): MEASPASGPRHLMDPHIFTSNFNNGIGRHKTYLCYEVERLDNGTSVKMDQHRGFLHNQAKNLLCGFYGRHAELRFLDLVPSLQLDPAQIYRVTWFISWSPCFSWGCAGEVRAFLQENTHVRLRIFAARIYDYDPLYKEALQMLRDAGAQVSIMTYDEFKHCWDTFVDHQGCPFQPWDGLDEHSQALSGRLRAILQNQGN
# PfG6PD inh – PfG6PD enzyme inhibitors, primary screen, biochemical, fluorescence intensity, uHTS; actives 0.78% (n = 350,000); PfGluPho enzyme, NADPH resazurin-diaphorase fluorescence; glucose-6-phosphate dehydrogenase-6-phosphogluconolactonase (Plasmodium falciparum 3D7); inhibition, % at 20 µM;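 active = inhibition reaching at least a set limit at 20 µM in the primary screen, cut at about 59% in these data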;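 also: 0% = DMSO wells with substrate and 100% = DMSO wells lacking glucose-6-phosphate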
# mIAP block – inhibitors of mouse IAP, primary screen, biochemical, luminescence, uHTS; purified mouse IAP, CDP-Star luminescence, 30 min; inhibition, % at 10 µM; actives 0.2% (n = 330,000);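 active = inhibition of at least 40% at 10 µM in the primary screen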;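 also: plate controls were DMSO with enzyme for no effect and no enzyme wells for full effect; values of inactives mirror those of a sister screen read the other way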
# The depositor's hits bear a star; x = no result given. No enrichment for hits; about 2.4% have a hit in one of these screens.
item	SMILES	A3A deaminase	PfG6PD inh	hIAP act	mIAP block	mIAP activ	HKDC1 inh	hIAP inh	ATG4B inhibitor
1	COc1ccccc1CN(C)CC(=O)Nc1ccccc1-c1ccccc1	2	6	1.1	2	0.98	-3	-8	39
2	COc1cc(/C=C/C(=O)OCC(=O)Nc2cccc(Oc3ccccc3)c2)ccc1O	-2	4	0.91	9	0.91	7	9	22
3	CC1CC(C)CN(C(=O)C2CCCN(S(=O)(=O)c3cccc4nonc34)C2)C1 (stereo not given)	0	-7	0.95	-2	1	0	5	2
4	CC(C)C(=O)Nc1ccc2c(c1)C(=O)NC2=O	-4	-6	1.1	3	0.97	-5	-9	2
5	CNC(=O)c1c(NC(=O)c2ccc(N3C(=O)CCC3=O)cc2)sc2c1CCCC2	-4	6	1	-2	1	5	0	-3
6	Nc1ncc(-n2cncn2)c(-c2ccc(Cl)cc2)n1	-1	-6	1.1	-8	1.1	2	-12	8
7	CC(C)CC(C(=O)Nc1ccc2c(c1)OCCO2)N1C(=O)c2ccccc2C1=O (stereo not given)	1	-7	1	-9	1.1	-3	-3	7
8	CC(=O)NC1C(=O)N(Cc2ccccc2)c2ccc(Br)cc21 (stereo not given)	2	5	1	-3	1	-3	0	-1
9	CCNS(=O)(=O)c1ccc(CCC(=O)Nc2cc(Cl)ccc2Oc2ccccc2)cc1	-4	0	1.2	-24	1.2	17	-20	-6
10	Cc1ccc2c(C)nc(SC(C(=O)c3ccccc3)c3ccccc3)nc2c1 (stereo not given)	2	5	1.2	7	0.93	9	-16	-5

# A section from further up:
item	SMILES	A3A deaminase	PfG6PD inh	hIAP act	mIAP block	mIAP activ	HKDC1 inh	hIAP inh	ATG4B inhibitor
8	CC(=O)NC1C(=O)N(Cc2ccccc2)c2ccc(Br)cc21 (stereo not given)	2	5	1	-3	1	-3	0	-1
9	CCNS(=O)(=O)c1ccc(CCC(=O)Nc2cc(Cl)ccc2Oc2ccccc2)cc1	-4	0	1.2	-24	1.2	17	-20	-6
10	Cc1ccc2c(C)nc(SC(C(=O)c3ccccc3)c3ccccc3)nc2c1 (stereo not given)	2	5	1.2	7	0.93	9	-16	-5

# New compounds follow
item	SMILES	A3A deaminase	PfG6PD inh	hIAP act	mIAP block	mIAP activ	HKDC1 inh	hIAP inh	ATG4B inhibitor
11	CC1CC(C)CN(C(=O)CSC2=Nc3ccccc3C3=NC(Cc4c[nH]c5ccccc45)C(=O)N23)C1 (stereo not given)	1	19	0.83	-2	1	5	17	-3
12	CCOC(=O)C1CCN(Cc2nnc(-c3cccc(Br)c3)o2)CC1	1	2	0.92	4	0.96	-6	8	1
13	CCCCCC(=O)N1CC2(CC)CN(C(=O)CCCCC)CC(CC)(C1)C2=O	2	-3	0.97	9	0.91	-2	3	-5
14	N#CC1=C(N)Oc2cc(N)ccc2C1c1ccsc1 (stereo not given)	1	15	1.1	2	0.98	-4	-11	-7
15	O=C(CNC(=O)c1ccc(F)cc1)N/N=C/c1ccc(O)c([N+](=O)[O-])c1	0	-4	1.1	20	0.8	2	-11	-1
16	CC(C(=O)NC(=O)NCc1ccccc1)N1C(=O)c2ccccc2C1=O (stereo not given)	-1	-7	0.99	-8	1.1	-4	1	0
17	CC(c1ccccc1)c1nnc(NC(=O)Nc2ccccc2F)s1 (stereo not given)	3	0	1.2	-6	1.1	-3	-18	-4
18	COc1cc(C(=O)NCC(c2cccs2)N(C)C)cc(Cl)c1OC(C)C (stereo not given)	1	1	0.87	5	0.95	-7	13	-3
19	N#Cc1c(/N=C/c2cccs2)sc2c1CCCCC2	1	28	0.81	11	0.89	5	19	11
20	Nc1nonc1-c1nc2ccccc2n1CC(=O)N/N=C/c1ccc(-c2cccc(C(=O)O)c2)o1	17	-13	0.94	28	0.72	6	6	10
21	CCCC(=O)N1CCN(c2ccc(NC(=O)c3sc4ccccc4c3Cl)cc2)CC1	1	-13	0.9	0	1	-3	10	-15
22	Oc1cccc(Nc2ccccc2)c1	0	7	0.93	4	0.96	9	7	1
23	CNC(=O)c1c(NC(=O)c2cccc(N3C(=O)CCC3=O)c2)sc2c1CCCC2	2	15	1.1	2	0.98	-5	-7	-8
24	Cn1c(=O)n(C)c2cc(NC(=O)CCc3ccccc3)c(Br)cc21	-2	-13	0.98	7	0.93	8	2	0
25	CC1CCN(C(=O)c2nc[nH]c2C(=O)O[C@H](C)c2ccccc2)CC1	-6	8	1.1	0	1	-6	-8	-8
26	CCOC(=O)N/N=C(\C)c1ccc(Oc2ncccn2)cc1	-3	-5	0.97	-2	1	-5	3	3
27	Cc1occc1C(=O)N1CCN(c2ccccc2)CC1	6	-13	0.96	-8	1.1	-12	4	-4
28	CCOC(=O)C(=CNCC(=O)O)C(=O)OCC	-3	4	1	7	0.93	-6	-1	-5
29	CCOC(=O)Cc1c(C)nc2c(-c3ccccc3)c(-c3ccccc3)[nH]n2c1=O	-4	-14	1.1	8	0.92	0	-8	-6
30	CCOC(=O)c1ccc(C(=O)OCC)nc1	-4	-6	0.92	4	0.96	0	8	-9
31	CCCCNS(=O)(=O)c1ccc2nc(-c3cccnc3)cc(C(=O)NCCCOCC)c2c1	2	x	1.1	4	0.96	x	-7	x
32	O=C(NCc1ccon1)C1CCC(=O)N(Cc2cccc(C(F)(F)F)c2)C1 (stereo not given)	-1	-19	0.74	-6	1.1	4	26	3
33	CCN(CC)C(=O)c1sc2nc(Cc3ccccc3)[nH]c(=O)c2c1C	-3	-4	1	4	0.96	-4	-4	6
34	CCC(=O)Nc1ccc(C(=O)NNC(=O)Cc2ccccc2)cc1	3	4	0.96	0	0.99	-17	4	-2
35	CCN(CC)C(=O)[C@H]1CC(CC(=O)NCC23CC4CC(CC(C4)C2)C3)C(=O)N2CCc3c([nH]c4ccc(OC)cc34)[C@]12C (stereo not given in full)	1	21	x	-14	1.1	-1	x	-16
36	CCCNC(=S)NC1CC2CCCC(C1)N2CC(C)C (stereo not given)	-5	-11	1	-17	1.2	-9	-3	7
37	Cc1cccc(N2CCN(C(=O)c3ccc(NC(=O)CC4SC(N5CCCC5)=NC4=O)cc3)CC2)c1C (stereo not given)	-1	-6	1	-10	1.1	3	-4	-9
38	CCOC(=O)c1cnc(SC)nc1Oc1cccc(NC(=O)c2cccc(Cl)c2Cl)c1	-8	-7	0.85	10	0.91	1	15	-3
39	COC(=O)c1ccc(S(=O)(=O)NCCSc2nnc3c4ccccc4n(C)c3n2)cc1	1	10	0.81	2	0.98	16	20	-5
40	CC1Cc2ccccc2N1C(=O)COC(=O)c1ccc(Cl)c(S(=O)(=O)N2CCOCC2)c1 (stereo not given)	0	8	0.9	-4	1	1	10	-3
41	CC1(C)CC(=O)C2=C(C1)N(Cc1ccco1)C(=O)C2(O)C(F)(F)F (stereo not given)	3	-4	1	13	0.87	-8	-4	1
42	O=C(NCC1CCCN1S(=O)(=O)c1ccccc1)c1cccc(Cl)c1 (stereo not given)	-3	6	1	-3	1	0	-4	-6
43	Cc1ccc(S(=O)(=O)NC(=O)c2cc(C)n(-c3ccc(N(C)C)cc3)c2C)cc1	0	3	1.1	-35	1.4	-5	-6	3
44	COc1ccc(C(=O)CSc2nc3cccnc3n2C)cc1	2	15	0.88	3	0.97	0	12	-14
45	CN1CC(=O)NC1=NC(=O)c1ccc(Cl)c(S(=O)(=O)N2CCCCCC2)c1	-1	-10	1.4	4	0.96	-12	-35	6
46	Cn1c(SCC(=O)N2CCOCC2)nnc1-c1ccccc1	54*	-14	0.81	0	1	4	20	2
47	CCCCOC(=O)c1ccc(OC(=O)N2CCOCC2)cc1	-4	-12	1.2	0	1	-8	-21	2
48	CC1CCCCN1S(=O)(=O)Cc1ccccc1Cl (stereo not given)	2	15	1.1	-5	1	-1	-5	2
49	CCCC1=NN(C(=O)C(=O)Nc2ccc(Br)cc2)C(O)(C(F)(F)F)C1 (stereo not given)	1	11	1.1	15	0.85	-6	-7	-4
50	CCOC(=O)c1ccc(N2C(=O)c3cccc4c(C(=O)O)ccc(c34)C2=O)cc1	-6	-17	1	-5	1.1	5	-2	-4
51	O=C(NCc1ccc2[nH]c3c(c2c1)CCCC3)c1ccc(S(=O)(=O)N2CCCCC2)cc1	-1	0	0.83	-3	1	6	17	-9
52	COc1ccc(N(C(C)=O)c2nc3ccccc3[nH]2)cc1	6	-24	1	4	0.96	-2	-4	-2
53	Cc1ccc(C)c2[nH]c(=O)c(C(c3nnnn3CCc3ccccc3)N3CCOCC3)cc12 (stereo not given)	2	1	1.2	-6	1.1	-3	-24	-1
54	COc1cc(S(=O)(=O)N(Cc2ccco2)C2CCCC2)ccc1-n1cnnn1	0	-4	0.88	11	0.89	-5	12	-16
55	CCCN1CCC(N2CCN(c3ccc([N+](=O)[O-])cc3)CC2)CC1	-6	3	0.78	-7	1.1	4	22	10
56	COc1ccc(C2OCC3(CO2)SC(=O)NC3=O)cc1 (stereo not given)	-1	-7	0.99	6	0.94	-9	1	-6
57	O=C(C[C@@H]1C/C=C\C[C@@H](Cc2ccc(F)cc2)C(=O)OCCNC1=O)N[C@H](CO)Cc1ccccc1	-4	-6	1.1	-4	1	-5	-7	0
58	CCOC(=O)C1Nc2ccc(OC(F)(F)F)cc2C2C=CCC12 (stereo not given)	-1	21	0.91	-4	1	-3	9	-3
59	CC(C)C[C@H](NC(=O)Nc1ccc2c(c1)OCCO2)C(=O)O	0	9	0.84	0	1	-6	16	-10
60	COc1ccc(NC(=O)CN2CCC(C(N)=O)CC2)cc1	1	10	1	5	0.95	-4	0	-10

# (further entries)
item	SMILES	A3A deaminase	PfG6PD inh	hIAP act	mIAP block	mIAP activ	HKDC1 inh	hIAP inh	ATG4B inhibitor
61	COc1cc(C(=O)NCC2(N3CCCCC3)CCCCC2)ccc1OCC(=O)N1CCOCC1	0	-6	0.9	7	0.93	-7	10	-1
62	CSc1ccc(COC(=O)c2cc([N+](=O)[O-])ccc2N2CCOCC2)cc1	3	30	0.78	11	0.89	-4	22	-11
63	Cc1ccc(OCC(=O)NC(=S)Nc2cccc(NC(=O)c3ccccc3Cl)c2)cc1	-3	18	0.87	7	0.93	-9	13	7
64	CC(C)C(c1nnnn1C1CCCC1)N1CCN(C(=O)c2ccco2)CC1 (stereo not given)	5	-9	0.95	-8	1.1	-8	5	9
65	CCOC(=O)CC1C(=O)NCCN1C(=S)Nc1ccccc1 (stereo not given)	0	-24	1.1	-12	1.1	14	-8	2
66	CCOC(=O)c1oc2ccccc2c1CSc1nnc(-c2ccco2)o1	2	23	1.1	2	0.98	12	-14	5
67	COc1cc(C(=O)N(Cc2ccccn2)CC2CCCO2)cc(OC)c1OC (stereo not given)	3	-3	0.91	-8	1.1	-12	9	4
68	Cc1ccc(-c2noc(-c3ccccc3Br)n2)cc1	3	11	1.1	-4	1	1	-13	6
69	CCOc1ccc(CCNC(=O)CN2C(=O)c3cccnc3Oc3ccc(Cl)cc32)cc1	-1	1	0.87	-1	1	3	13	-11
70	COC(=O)c1ccc(C2/C(=C(/O)c3ccc4c(c3)CC(C)O4)C(=O)C(=O)N2CCN2CCOCC2)cc1 (stereo not given)	-4	-11	1.1	5	0.95	0	-6	1

# Taken from above:
# compound 11 in ATG4B inhibitor → -3
# compound 48 in hIAP act → 1.1
# compound 14 in hIAP inh → -11
# compound 54 in PfG6PD inh → -4
